Screening results: PubChem BioAssay, several laboratories
RmlCD inh 1536 – M. tuberculosis RmlC/RmlD coupled enzyme inhibitors, primary screen, biochemical, compound mixtures, 384-well, from 1536-well plates; 160,000 compounds, 0.03% hits; RmlC+RmlD coupled enzyme assay, percent inhibition; primary screen in compound mixtures; inhibition, % at 3.6 µM; dTDP-4-dehydrorhamnose reductase (Mycobacterium tuberculosis (strain ATCC 25618 / H37Rv)) …; in the data active means inhibition mostly above about 34%, no sharp cut-off; inconclusive means no clear call, values can overlap the other calls; inactive means mostly below about 22%; further: some results filed as inactive read as strong as hits
Target sequence (P9WH09 whole entry, looked up): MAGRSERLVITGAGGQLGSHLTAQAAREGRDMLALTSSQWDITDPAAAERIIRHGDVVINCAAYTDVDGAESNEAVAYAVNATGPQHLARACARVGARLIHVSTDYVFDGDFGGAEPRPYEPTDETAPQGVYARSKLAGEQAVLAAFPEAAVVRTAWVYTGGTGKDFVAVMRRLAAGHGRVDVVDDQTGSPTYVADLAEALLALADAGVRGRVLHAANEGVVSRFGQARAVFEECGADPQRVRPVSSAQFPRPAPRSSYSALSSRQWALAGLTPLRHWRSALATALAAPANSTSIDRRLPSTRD
Target sequence (P9WH11 whole entry, looked up): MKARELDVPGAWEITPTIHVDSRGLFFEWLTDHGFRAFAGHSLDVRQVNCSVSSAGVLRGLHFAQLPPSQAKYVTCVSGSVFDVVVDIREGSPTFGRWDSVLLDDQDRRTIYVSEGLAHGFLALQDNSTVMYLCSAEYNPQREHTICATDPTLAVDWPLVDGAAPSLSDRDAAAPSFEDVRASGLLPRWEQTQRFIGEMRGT
M. tuberculosis GlmU – inhibition of mycobacterial GlmU enzyme – biochemical, glucosamine-1-phosphate acetyltransferase (AID 1376) | Bifunctional protein GlmU (Mycobacterium tuberculosis (strain ATCC 25618 / H37Rv)) | M. tuberculosis GlmU acetyltransferase enzyme assay; higher % means a stronger effect | inhibition, %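 (tested at 30 µM in the primary screen)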; hits with a dose series show IC50 in µM | 220,000 compounds, 0.25% hits; in the data active means inhibition above about 13%; inconclusive means no clear call, values can overlap the other calls;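 further: 0% = complete reaction with vehicle and 100% = reaction without substrate; strong numbers were not always called active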
Starred values were filed as active, the others as inactive; ? = inconclusive; · = no result given.

molecule,RmlCD inh 1536,M. tuberculosis GlmU
CN1CCN(c2ncnc3c2cnn3C)CC1,8,-1.7%
CC(=O)/C(C#N)=C1\NC(=O)C(Cc2ccccc2)S1 (configuration not stated),8,-3.4%
CCOc1ccc(NC(=O)C2=C(C)NC(=S)NC2c2ccc(O)c(OC)c2)cc1 (configuration not stated),-7,2.1%
CCC(=O)N(C)CCc1cc2c(c(OC)c1/C=N/Nc1ccc(C(=O)O)cc1)OCO2,12,4.7%
O=c1[nH]c(-c2ccccn2)cc2ccccc12,-6,6.4%
CCC(C)NC(=O)Cn1cnc([N+](=O)[O-])c1 (configuration not stated),7,-4.2%
C=CCn1c(=O)c2c(nc3n2CCN3c2cccc(Cl)c2C)n(C)c1=O,-5,-4.5%
Cc1nnc(SC(C)C(=O)Nc2ncc(Cl)cc2Cl)n1Cc1ccccc1 (configuration not stated),·,-4.8%

2 entries drawn at random from the list so far, as already listed:
molecule,RmlCD inh 1536,M. tuberculosis GlmU
CN1CCN(c2ncnc3c2cnn3C)CC1,8,-1.7%
Cc1nnc(SC(C)C(=O)Nc2ncc(Cl)cc2Cl)n1Cc1ccccc1 (configuration not stated),·,-4.8%

Continuation:
molecule,RmlCD inh 1536,M. tuberculosis GlmU
Cc1nc2c(C)cccn2c1C(=O)N/N=C/c1ccccc1[N+](=O)[O-],-10,1.7%
CCN1CCN(c2nn3c(=O)c4ccccc4nc3c3ccccc23)CC1,-6,-7.3%
O=C(CNc1ccccc1)N/N=C/c1ccc([N+](=O)[O-])o1,7,·
COc1ccc(-c2cc(=Nc3ccc(C(=O)O)cc3)c3cc(C)ccc3o2)cc1,7,-1.0%
CC(C)(C)c1cc(CN(CCO)CCO)c(O)c(C(C)(C)C)c1,41,0.7%
O=c1c2cnn(-c3ccccc3)c2nc(-c2cccs2)n1-c1ccc(Cl)cc1,6,0.2%
Cc1nc(SCC(=O)N2CCOCC2)c2ccsc2n1,·,3.6%
CCOC(=O)c1cc(NC(=O)Nc2ccc(Br)cc2)c(C)nc1C,10,0.6%
CC(=O)c1ccc(NC(=S)N(CCCN(C)C)Cc2ccccc2)cc1,2,·
COC(=O)c1ccccc1NC(=O)NCc1c(C)nn(C)c1C,24,3.1%
Cc1coc(=N)n1CC(=O)c1ccc(Cl)cc1,4,-5.8%
CN1CCN(C(=O)c2cc3nc(-c4ccc(F)cc4)cc(C(F)(F)F)n3n2)CC1,·,5.6%
CCOC(=O)c1cc(-c2ccccc2)n(CC(=O)Nc2ccc(OC)cc2)c1C,-6,1.4%
COc1cccc(OC)c1OCCCN1CCOCC1,8,3.2%
CC/C(C)=C1\SC(N2CCN(C(C)=O)CC2)=NC1=O,-5,-4.2%
Cc1ccc(C(=O)O)cc1NC(=O)CCc1ccccc1,-10,5.0%
O=S(=O)(c1ccc2ccccc2c1)n1cnc2ccccc21,·,2.2%
CC(=O)Nc1cc(S(=O)(=O)Nc2ccccc2C)c(C)cc1C,13,1.3%
C(=N\N=C\c1ccccc1)/c1ccccc1,-2,-0.1%
c1ccc2nc(OCCN3CC3)ccc2c1,-5,-3.5%
O=C1CCC(=O)N1c1cccc(-c2nc3ccccc3o2)c1,-4,7.7%
COC(=O)CSC1=C(C#N)C(=O)NC(c2ccccc2)S1 (configuration not stated),4,-0.4%
COc1cc(C2c3c([nH]c(=O)[nH]c3=O)Nc3ccc4ccccc4c32)cc(OC)c1OC (configuration not stated),-13,-5.5%
CCOC(=O)CC(NC(=O)C(Cc1ccc(N(CCCl)CCCl)cc1)NC(C)=O)C(=O)OCC (configuration not stated),8,3.4%
CN1CCc2c(sc3c2C(=O)NC(c2cccc(OC(=O)c4cccs4)c2)N3)C1 (configuration not stated),6,·
COc1ccc(C(=O)c2coc3ccc(O)c(CN4CCOCC4)c23)cc1,11,3.8%
CC(=O)c1cccc(NC(=O)NCCc2c[nH]c3ccccc23)c1,-12,6.1%
COc1cc(/C=C(\C#N)C(=O)NCC2CCCO2)ccc1OCC(=O)O (configuration not stated),5,-0.1%
Cc1ccc(C2=NN(C(=S)Nc3ccccc3)C(c3ccco3)C2)cc1 (configuration not stated),·,2.5%
O=C(c1ccco1)[C@@H]1[C@@H]2C(=O)N(c3ccc(F)cc3)C(=O)[C@@H]2[C@H]2C=Cc3ccccc3N21,-6,-1.3%
CC(Sc1nnc(COc2ccc([N+](=O)[O-])cc2)n1C)C(=O)O (configuration not stated),5,-3.8%
CCOC(=O)C1CCN(Cc2cccc(OC)c2)CC1,10,-4.4%
COc1cccc(CN2C(=O)C3(C(C#N)=C(N)OC4=C3C(=O)CCC4)c3ccccc32)c1 (configuration not stated),6,3.4%
Cc1cc(C)c2[nH]c(=O)c(CN(Cc3cccnc3)C(=S)NCCCN(C)C)cc2c1,-10,-1.0%
Cc1cc(C)nc(N/N=C/c2ccccc2Cl)n1,-6,-1.3%
CCN1CCN(C(=O)c2cnn3c(C(F)F)cc(-c4ccc(C)cc4)nc23)CC1,·,-2.4%
Cc1nc2ccccc2cc1C(=O)Nc1ccccc1Cl,-10,2.4%
CN1C(=O)NC(c2ccc(O)cc2)C(C(=O)c2cccs2)C1(O)C(F)(F)F (configuration not stated),17,-3.8%
CC(=O)N1CCN(C(=S)NC(=O)c2ccc(S(=O)(=O)N3CCOCC3)cc2)CC1,5,-2.9%
COc1cc(NC(=O)c2c(F)cccc2F)nc(OC)n1,3,0.7%
Clc1ccc(OCc2cn3cccnc3n2)c2ncccc12,1,0.1%
O=C(Nc1cccc(C(=O)N2CCOCC2)c1)c1cccnc1,11,2.1%
Cc1ccc2c(c1)CCCN2C(=O)C1CCCO1 (configuration not stated),·,6.4%
CCn1c(=O)cc(OCC(=O)Nc2cc(C)ccn2)c2ccccc21,·,0.0%
O=C(N/N=C/CCc1ccccc1)c1ccc(CN2c3cccc4cccc(c34)S2(=O)=O)cc1,9,1.2%
CCc1c(C)[nH]c2ccc(OC)cc2c1=S,5,10%
Cc1ccc(CNCc2ccccc2Cl)cc1,17,0.9%
CCCC(c1nnnn1CCc1ccccc1)N1CCN(C2CCCC2)CC1 (configuration not stated),11,1.1%
CCn1cc([N+](=O)[O-])c(C(=O)Nc2nc3ccc(OC)cc3s2)n1,7,-1.8%
CC(C)(C)n1cnc2cc(NS(=O)(=O)c3ccc(Br)cc3)ccc21,-4,1.4%
CC(=O)N1CCN(CC(=O)Nc2c(Cl)cc(Cl)cc2Cl)CC1,-18,-2.5%
COc1ccc(Br)cc1C(=O)NCc1cccnc1,7,2.8%
COc1cccc(OC)c1C(=O)OCC(=O)Nc1ccc(OC(F)(F)F)cc1,88,-2.1%
CCC(CC)C(=O)NCc1cccnc1,-11,-1.7%
O=C(CSc1nc(-c2ccccc2)cc(C(F)(F)F)n1)N1CCOCC1,-7,0.8%
CCC1CCCCN1CCn1c(=S)[nH]c2cc(OC)c(OC)cc2c1=O (configuration not stated),·,9.6%

Further results follow.
molecule,RmlCD inh 1536,M. tuberculosis GlmU
CCOc1ccc(NC(=O)c2ccc(CSc3nnc(C)s3)cc2)cc1,3,3.6%
Cc1ccc2c(c1)N(CC(=O)NC1CCC(C)CC1)C(=O)CO2 (configuration not stated),22,0.8%
CCC(=O)Nc1cccc(C2=NOC3(C2)C[C@H](C(N)=O)N(C(=O)c2ccc(Cl)cc2)C3)c1 (some centres not stated),6,-6.9%
COc1ccc(NC(=O)CCC(=O)NCCO)cc1,-2,-3.6%
Cc1ncc(N=Nc2ccccc2)c(-c2ccccc2)n1,3,-4.5%
Cc1ccc(NC(=O)c2cccc(OCc3c(C)noc3C)c2)cc1,1,-0.2%
Cc1ccc(CC(=O)NCCS(=O)c2ccc(C)cc2)cc1 (configuration not stated),·,-1.8%
CC(=O)Nc1c(O)nc(SCC(=O)Nc2nnc(CC(C)C)s2)[nH]c1=O,-8,-0.4%

The last 4 compounds of the section before are carried over, then new ones follow:
molecule,RmlCD inh 1536,M. tuberculosis GlmU
Cc1ncc(N=Nc2ccccc2)c(-c2ccccc2)n1,3,-4.5%
Cc1ccc(NC(=O)c2cccc(OCc3c(C)noc3C)c2)cc1,1,-0.2%
Cc1ccc(CC(=O)NCCS(=O)c2ccc(C)cc2)cc1 (configuration not stated),·,-1.8%
CC(=O)Nc1c(O)nc(SCC(=O)Nc2nnc(CC(C)C)s2)[nH]c1=O,-8,-0.4%
O=C(Nc1nc(=S)ss1)c1ccc(Cl)cc1Cl,·,4.8%
CCOC(=O)CC(NC(=O)CCc1c(C)nc2nc(C)nn2c1C)c1ccc(C)cc1 (configuration not stated),8,0.0%
Fc1ccc(NC(=S)NCc2cccnc2)cc1,-1,0.9%
CCN(CC)c1ncccc1C(=O)NCc1cccs1,11,-2.8%
Cc1nc([N+](=O)[O-])c(C(=O)OCc2ccccc2Br)n1C,-10,-4.7%
CC(=O)Nc1cccc(NC(=O)c2ccc(C)c([N+](=O)[O-])c2)c1,23,1.2%
COc1cccc(-c2nnc(-c3ccccc3NC(=O)c3ccc(C(C)(C)C)cc3)o2)c1,-8,-0.3%
Cc1ccccc1-c1nc(CN2CCC(C(=O)N3CCN(c4ccccn4)CC3)CC2)c(C)o1,-8,-0.3%
COc1ccccc1NC(=O)C1CC(=O)OC1c1ccccc1 (configuration not stated),8,-0.9%
Cc1c(C(=O)/C=C/N(C)C)nnn1-c1ccc(Cl)cc1C#N,-6,·
COc1cccc(C(=O)NCc2ccc3c(c2)cc(C)n3C)c1,-1,2.0%
Cc1scc(C(=O)N/N=C/c2ccsc2)c1C,·,-1.9%
CCCOc1ccc(S(=O)(=O)N2C(=O)CC(=O)N(Cc3ccc(OCC)cc3)C2=O)cc1,·,2.2%
CCc1nnc(NS(=O)(=O)c2ccc(N/C=C/C(=O)c3ccc(C)cc3)cc2)s1,?,4.4%
CCc1cc2cc3c(cc2nc1SCC(=O)N1CCN(C(=O)c2ccco2)CC1)OCO3,0,2.9%
O=C(NC1CCCC1)c1ccccc1OCc1ccccc1,-49,2.1%
Cc1n[nH]c(C)c1Sc1ccccc1N=Cc1cc(Cl)cc([N+](=O)[O-])c1O,13,7.6%
COc1ccc(NC(=O)CSc2n[nH]c(C(C)C)n2)c([N+](=O)[O-])c1,·,-2.4%
Cn1nc(C(=O)Nc2nc3ccccc3[nH]2)c2ccccc2c1=O,-2,-6.2%
COc1ccc(-c2nc(SCC(=O)NCc3ccco3)c(-c3ccccc3)[nH]2)cc1OC,1,2.6%
CN(C)S(=O)(=O)c1ccc(C(=O)NC2CCCc3ccccc32)cc1 (configuration not stated),9,-7.9%
COc1cc(C2Nc3ccccc3C(=O)N2c2ccccc2)ccc1O (configuration not stated),·,1.0%
Cn1cnnc1SC1CCCCC1NS(=O)(=O)c1ccc(Cl)cc1 (configuration not stated),·,-1.4%
COc1ccc(NC(=S)NCCCN2CCOCC2)cc1,40,-2.4%
O=c1c2cc(-c3ccccc3)sc2nc2n1N=C(c1ccccc1)CS2,1,-2.5%
CC(C)(C)[C@H]1C=C(C(=O)N2CCN(Cc3ccc4c(c3)OCO4)CC2)O[C@@H](OCCCCO)C1,·,3.2%
CCc1nc(SCC(=O)NCCc2ccc(OC)c(OC)c2)c2c(=O)n(C)c(=O)n(C)c2n1,3,-4.0%
CN1C(=O)CN=C(c2ccccc2)c2cc(Cl)ccc21,-2,·
COC(=O)c1ccc(OC)c(CSc2nnc(COc3ccc(Cl)cc3)o2)c1,-9,-0.4%
CN=c1c([N+](=O)[O-])nn(-c2ccc3c(c2)OCCO3)n1O,·,1.5%
CN(C)c1cc(NC(=O)CN2CCCC2)c2ccccc2n1,-11,1.0%
CC(C)C(=O)N=C1NC(=O)CS1,·,3.2%
CCC(=O)NC(=S)Nc1ccc(-c2nc3ccccc3s2)cc1,12,3.3%
O=C1CCc2cc(S(=O)(=O)NCCCC(=O)N3CCN(Cc4ccc5c(c4)OCO5)CC3)ccc2N1,5,0.1%
CCOC(=O)/C(C#N)=C/C1=C(N2CCCC2)CC(C)(CC)OC1 (configuration not stated),7,11%
CCCCn1c(N)c(N(CC(C)C)C(=O)CN(C)Cc2cccc(OC)c2)c(=O)[nH]c1=O,-12,-2.5%
COc1ccc(/C=C/C(=O)OCC(=O)Nc2ccc(Cl)c(S(=O)(=O)N(C)C)c2)cc1OC,-5,-5.8%
COc1ccc(CC2SC(=Nc3ccc(F)cc3)NC2=O)cc1 (configuration not stated),?,-3.5%
O=c1[nH]nc(Cc2ccccn2)c2ccccc12,6,1.8%
Cn1cccc1/C=C1\SC(=Nc2cccc(O)c2)NC1=O,5,3.4%
CN1CCN(C2CCCCCC2)CC1,·,-4.8%
C#CCn1c(=O)c2c(ncn2C)n(C)c1=O,·,5.8%
CCn1c2ccccc2c2cc(NC(=O)CSc3nnc(-c4ccc(OC)cc4)n3N)ccc21,0,1.4%
O=c1cc(-c2ccccc2)nc(SCc2ccc(F)cc2)[nH]1,21,6.1%

These rows are one share of the data; count on the stated rates, not on these rows.
